Source: PubChem
ABCB6 inh 2: inhibitors of human ABC transporter ABCB6. Q9NP58. K562-ABCB6 porphyrin accumulation, flow cytometry, 1 h; active compounds read low. fluorescence ratio to DMSO, % at 10 µM. actives 0.19% (n = 360,000). AID 602162;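 active means fluorescence ratio to DMSO below 75%, the collection mean minus 3 SD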;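 further: signal is porphyrin accumulated inside mitochondria; 100% equals median channel fluorescence of DMSO control wells; lower ratio means ABCB6 inhibition with less porphyrin fluorescence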
ABHD5 PLIN5 PPI: blocks binding of human ABHD5 to perilipin-5; inhibition, % at 4 µM; Q00G26+Q8WTS1; Split G. princeps luciferase complementation, luminescence, 4 h; actives 0.78% (n = 360,000);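 active means inhibition above the mean inhibition across every tested compound plus 3 SD, cut at about 22% in these data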;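 further: 0% = DMSO only wells and the 100% control is not disclosed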
MC4R ag barr: human MC4R agonism via beta-arrestin. AID 540308. actives 0.98% (n = 360,000). U2OS MC4R beta-arrestin complementation, luminescence; percent of melanotan II response, DMSO zero. activation, % at 8.9 µM. P32245;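 active means activation above a per-plate cutoff, the mean activation of sample wells on that plate plus 3 SD, cut at about 8% in these data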
Target sequence (P32245 whole entry, looked up): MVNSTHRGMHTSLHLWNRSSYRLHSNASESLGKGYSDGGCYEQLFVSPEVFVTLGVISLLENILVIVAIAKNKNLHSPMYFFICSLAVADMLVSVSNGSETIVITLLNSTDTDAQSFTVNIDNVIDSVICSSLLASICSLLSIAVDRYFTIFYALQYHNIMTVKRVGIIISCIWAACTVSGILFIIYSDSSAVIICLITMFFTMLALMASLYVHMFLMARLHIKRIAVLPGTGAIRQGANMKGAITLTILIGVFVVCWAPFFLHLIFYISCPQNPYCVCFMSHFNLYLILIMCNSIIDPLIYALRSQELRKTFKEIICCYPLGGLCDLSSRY
Vif imaging: blocks HIV Vif function; HEK293T cells, Vif self-association by quenched fluorescence, imaging, 24 h; inhibition, % at 7.49 µM; actives 0.35% (n = 340,000); AID 602346; in the data active means inhibition above about 50%, passing the limit was not always enough; further: some results filed as inactive read as strong as hits
aDG glyco up: alpha-DG glycosylation activation; actives 0.22% (n = 360,000); activation, % at 10 µM; Pro5-aDG cells, alpha-DG glycosylation AlphaScreen (IIH6); 0% Pro5, 100% B10-LARGE cell signal;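 active means activation of at least 8% versus controls, or a plate z-score of at least 8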;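 further: Pro5 are CHO cells carrying HIG-tagged alpha-DG that lacks glycosylation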
MC4R antag cAMP: human MC4R antagonism in cAMP assay; actives 0.48% (n = 360,000); MC4R-expressing cells, MTII-stimulated cAMP, LANCE TR-FRET; inhibition, % at 6.5 µM;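 active means inhibition above its plate's cutoff, the mean of tested wells on that plate plus 3 SD, cut at about 29% in these data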;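 further: 0% = Melanotan II alone and 100% = Melanotan II plus saturating MCL0020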
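system = U2OS cells with stable human MC4R expression | also added = Melanotan II challenge after compound preincubation | dosing = one concentration, 6.5 µM nominal | incubation = compound 30 min, challenge 1 h, detection 1 h | measured by = TR-FRET with Eu-cAMP and labeled anti-cAMP, 671 nm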
N-glyco inh: N-linked glycosylation inhibition. D54 ERlucT glycosylation luciferase reporter, 24 h; percent of 100 nM tunicamycin response. reporter increase, % at 12.5 µM. actives 0.23% (n = 360,000);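 active means mean luciferase reporter signal, scaled so untreated is 0 and the glycosylation-blocking control 100, at or above a set limit in every replicate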;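 further: luciferase carries N-glycosylation sites so blocking glycosylation raises the light; 0% = median of neutral control wells and 100% = median of 100 nM tunicamycin wells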
TLR9-MyD88 block: inhibitors of human TLR9-MyD88 binding; inhibition, % at 4.98 µM; AID 504734; Q9NR96+Q99836; CHO BLA complementation TLR9-MyD88, CCF4 FRET ratio; actives 0.21% (n = 340,000);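 active means inhibition above the mean over all tested compounds plus 3 SD, cut at about 21% in these data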;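 further: 0% = DMSO only wells and 100% = clavulanate BLA inhibitor control wells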
NOD2-RIPK2 inh: inhibitors of human NOD2-RIPK2 interaction; CHO BLA complementation NOD2-RIPK2, CCF4 ratio; inhibition, % at 4.98 µM; actives 0.38% (n = 360,000); in the data active means inhibition above about 21%;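 further: 0% = vehicle only and 100% = reference blocker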
Target sequence (O43353 whole entry, looked up): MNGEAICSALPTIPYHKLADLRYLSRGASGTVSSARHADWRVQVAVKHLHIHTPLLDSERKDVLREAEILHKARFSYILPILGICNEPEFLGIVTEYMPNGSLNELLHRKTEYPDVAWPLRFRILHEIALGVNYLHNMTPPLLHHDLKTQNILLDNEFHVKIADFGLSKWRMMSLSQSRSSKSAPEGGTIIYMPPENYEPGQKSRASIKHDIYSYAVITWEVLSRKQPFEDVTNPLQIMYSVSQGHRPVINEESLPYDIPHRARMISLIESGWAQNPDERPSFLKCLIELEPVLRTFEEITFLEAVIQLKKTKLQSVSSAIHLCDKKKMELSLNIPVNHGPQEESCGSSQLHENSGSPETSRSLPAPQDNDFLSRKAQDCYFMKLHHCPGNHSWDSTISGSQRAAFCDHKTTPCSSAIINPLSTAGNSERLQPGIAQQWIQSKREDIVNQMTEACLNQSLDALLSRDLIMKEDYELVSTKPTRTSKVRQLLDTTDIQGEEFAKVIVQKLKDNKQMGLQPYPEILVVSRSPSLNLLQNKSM
Granule exo inh: lytic granule exocytosis inhibition; AID 651702; inhibition, % at 10 µM; TALL-104 LAMP-1 surface exposure, flow cytometry; cells stimulated with thapsigargin and PMA; actives 0.66% (n = 360,000);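 active means inhibition above about 55%, limit read from the data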
The depositor's hits bear a star; . = no result given; & = joins results of further samples. An excerpt; count on the stated rates, not on these rows.

SMILES	ABCB6 inh 2	ABHD5 PLIN5 PPI	MC4R ag barr	Vif imaging	aDG glyco up	MC4R antag cAMP	N-glyco inh	TLR9-MyD88 block	NOD2-RIPK2 inh	Granule exo inh
COc1ccc(/C=N/NC(=O)Cc2n[nH]c(=O)[nH]c2=O)cc1	98	10	3.8	6	0.0	1	3	9	1	2
Nc1ccc2c(c1)C(=O)c1ccc(N)cc1-2	89	-2	-2.2	9	-0.1	-30	4	-10	-12	0
Nc1nc(Cl)nc2c1ncn2C1OCC(O)C(O)C1O (stereo not given)	97	0	-0.2	9	-0.2	10	1	-7	-1	2
COc1ccc(C(=O)NCCNC(=O)c2ccc(OC)cc2)cc1	98	-1	-1.4	-1	0.1	-5	-1	0	4	-3
CC(NC(=O)c1ccccc1)c1ccc(Br)cc1 (stereo not given)	102	1	-0.5	23	0.1	18	-1	-2	-26	2
CS(=O)(=O)N1CCN(CCN2C(=O)c3cccc4cccc(c34)C2=O)CC1	114	-6	-0.3	-4	-0.1	5	4	-10	-2	-7
COc1ccc(Nc2nc(N)c([N+](=O)[O-])c(N3CCOCC3)n2)cc1	93	5	-0.6	2	0.0	12	0	4	-4	-8
Cc1ccc(S(=O)(=O)N2CCOCC2)cc1C(=O)OCC(=O)N(Cc1ccccc1)C(C)C	96	-2	-1.8	3	0.2	3	-2	-17	3	-3
CCOc1cccc(C2C(C#N)=C(N)Oc3cc(C)[nH]c(=O)c32)c1OCC (stereo not given)	102	-1	0.3	-2	-0.2	24	0	-1	-5	-2
CCOC(=O)C1(C)CCCCCN1C(=O)c1ccc(SC(F)(F)F)cc1 (stereo not given)	109	-3	-1.4	-3	-0.1	8	1	.	-5	-2

Shown as labelled records: entries from further up.
COc1ccc(/C=N/NC(=O)Cc2n[nH]c(=O)[nH]c2=O)cc1
  ABCB6 inh 2: 98
  ABHD5 PLIN5 PPI: 10
  MC4R ag barr: 3.8
  Vif imaging: 6
  aDG glyco up: 0.0
  MC4R antag cAMP: 1
  N-glyco inh: 3
  TLR9-MyD88 block: 9
  NOD2-RIPK2 inh: 1
  Granule exo inh: 2
Nc1ccc2c(c1)C(=O)c1ccc(N)cc1-2
  ABCB6 inh 2: 89
  ABHD5 PLIN5 PPI: -2
  MC4R ag barr: -2.2
  Vif imaging: 9
  aDG glyco up: -0.1
  MC4R antag cAMP: -30
  N-glyco inh: 4
  TLR9-MyD88 block: -10
  NOD2-RIPK2 inh: -12
  Granule exo inh: 0

Other compounds follow.
SMILES	ABCB6 inh 2	ABHD5 PLIN5 PPI	MC4R ag barr	Vif imaging	aDG glyco up	MC4R antag cAMP	N-glyco inh	TLR9-MyD88 block	NOD2-RIPK2 inh	Granule exo inh
CC1CCCC(C)N1C(=O)COC(=O)c1ccc(F)c(S(=O)(=O)N2CCOCC2)c1 (stereo not given)	105	-8	-5.5	2	0.0	8	3	-1	-11	1
CCn1cc(C(=O)OCc2ccccc2)c(=O)c2ccc(C)nc21	101	1	-0.2	9	-0.4	-6	-1	6	7	0
CCC(=O)N1CCN(c2ccc(NC(=O)c3ccc(N4CCOCC4)c([N+](=O)[O-])c3)cc2)CC1	105	3	-1.5	-5	-0.1	-6	-3	-7	-4	-1
Cn1ncc(SCc2ccccc2)c(Cl)c1=O	97	0	-0.2	-17	1.2	6	-8	.	-4	-6
Cc1ccc(S(=O)(=O)N2[C@@H](c3ccccc3)C(C(=O)O)=CC[C@H]2c2cccc(Cl)c2)cc1	97	3	-1.9	1	0.0	2	-1	-5	-4	2
CC(C)CC(N)c1csc(Nc2ccccn2)n1 (stereo not given)	96	3	-1.1	2	-0.3	11	-4	.	3	-12
COc1cccc(-c2cc(NC=O)c3ncc(-c4cccc(C(=O)N(C)C)c4)n3c2)c1	96	5	2.0	-22	-0.1	-12	5	.	12	6
COCCN(C(=O)c1cc2c(s1)CCCCC2)c1c(N)n(CC(C)C)c(=O)[nH]c1=O	98	0	-1.5	-3	0.0	6	2	-8	-7	8
N#Cc1c(N)nc(SCC(=O)NCc2ccc3c(c2)OCO3)c(C#N)c1-c1cccs1	99	0	-2.6	-8	-0.3	1	1	-1	-11	-2
CCN(C)C1CN(Cc2cn(Cc3ccccc3)nn2)S(=O)(=O)C1 (stereo not given)	102	-3	.	.	-0.1	.	.	.	-16	0
COc1cccc(C2C(C(=O)c3cccs3)=C(O)C(=O)N2c2cc(C)on2)c1 (stereo not given)	102	-13	1.4	34	0.1	21	3	-4	6	0
CCn1c(=S)sc2c(=O)[nH]c(SCC(=O)Nc3cc(OC)ccc3OC)nc21	102	-4	0.1	9	0.0	2	-1	-18	-7	16
CCc1nnc(NC(=O)C2CCCN(S(=O)(=O)c3ccccc3)C2)s1 (stereo not given)	99	-2	1.8	2	0.1	23	-2	-6	-1	-7
Cc1cc(C)cc(OCC(=O)Nc2ccc(F)cc2)c1	101	-10	1.2	4	0.0	17	-1	-9	3	-4
COc1cc(NC(=O)C2CCC(CNc3c(N4CCC(C)CC4)c(=O)c3=O)CC2)cc(OC)c1 (stereo not given)	99&94	-5&1	-1.5&0.6	4&1	0.5&-0.1	12&8	2&3	-10&15	-1&6	1&-3
CN1CCCN(C(=O)/C=C/c2ccc(F)cc2)CC1	98	-5	-1.4	-21	0.4	1	-1	-11	-1	-1
O=S(=O)(Nc1ccccc1OC(F)F)c1ccc(S(=O)(=O)N2CCCC2)cc1	99	-7	-0.4	-6	0.1	12	1	-3	-5	-2
Cc1sc2nc(CN3CCOCC3)[nH]c(=O)c2c1-c1ccccc1	99	-4	-0.7	-2	-0.2	9	4	-10	-5	1
CCN(CC)C(=O)C1=C(C)N(Cc2ccc(OC)cc2)C(=O)C(CC(=O)NC2CCCCC2)C1 (stereo not given)	98	7	1.1	-3	-0.2	24	1	-3	3	-1
CC(C)(C)c1ccc(S(=O)(=O)NCC(=O)N2CCN(C(=O)c3ccco3)CC2)cc1	101	5	-1.4	.	-0.1	9	-1	5	-12	-1
CC(=O)C1=C(O)C(=O)N(c2ccc(C(=O)O)cc2)C1c1ccccc1 (stereo not given)	99	-1	-3.0	3	0.1	11	1	-6	-10	-2
CC(=O)OC1CSc2nc3ccccc3n2C1 (stereo not given)	92	-4	-0.1	1	0.2	2	0	-7	-2	-1
O=C(C[n+]1ccccc1)N/N=C/c1ccco1	96	-8	1.1	-5	-0.4	3	1	.	-5	0
COc1ccc([C@H]2N[C@]3(CCCN(Cc4ccco4)C3=O)[C@H]3C(=O)N(C)C(=O)[C@@H]23)cc1	99	6	0.7	-4	-0.2	2	0	-4	-7	7
N#Cc1ccc(Cl)cc1NC(=O)CSc1cccc[n+]1[O-]	101	-7	-1.1	-4	-0.2	13	0	-9	-5	-6
COc1ccc(Br)c(C(=O)OCC(=O)NC2CCCCCC2)c1	98	5	2.0	2	0.4	15	-3	-9	-10	-12
CCOC(=O)c1c(-c2cccs2)csc1NC(=O)CCCC(=O)O	105	-1	-1.1	.	0.4	21	2	-4	-1	4
COc1ccccc1NCC(=O)N1CCN(S(=O)(=O)c2ccccc2)CC1	95	-2	-1.5	2	-0.4	10	-3	-3	-6	5
O=C(NC1CCCc2ccccc21)c1ccc2c(c1)OCO2 (stereo not given)	101	2	-1.8	6	-0.1	-1	-3	7	-2	-3
Cc1nnc(SCC(=O)NC2CCCCCC2)n1C(C)C	101	-6	-0.9	10	-0.1	-1	1	-5	-3	-2
O=C(c1cccnc1)N(Cc1ccccc1)c1ccccc1	103	2	-0.2	-2	0.1	24	0	-2	-3	-1
O=C(OCC(=O)N1CCN(S(=O)(=O)c2ccccc2)CC1)C1CCC1	98	-8	-2.9	-2	-0.1	1	0	1	-6	-9
CSCCC(NC(=O)OCc1ccccc1)C(=O)O (stereo not given)	91	-3	-1.0	33	0.0	2	0	0	1	0
COc1ccccc1N1CCN(c2ncnc3sc(C(=O)NCC4CCCO4)c(C)c23)CC1 (stereo not given)	96	5	-2.8	9	-0.2	9	1	-25	-13	3
CCCCn1nc(NC(=O)CCC)c2cc3cc(OC)ccc3nc21	102	-2	0.1	-4	0.4	3	6	-2	13	-8
O=C(N/N=C/c1cccc2nccnc12)c1ccncc1	102	-5	-1.7	0	-0.1	-16	3	.	1	2
COc1cc(C2c3c(oc4cc(C)c(C)cc4c3=O)C(=O)N2c2cc(C)ccn2)ccc1O (stereo not given)	96	-1	1.5	.	-0.3	8	2	-12	-12	-1
COC(=O)CC(=O)Cc1nc(N)nc(Nc2ccc(C)c(C)c2)n1	93	-4	0.3	-1	0.1	-6	2	-1	-14	-4
CC(=O)c1ccc(NC(=O)c2ccc3nc(-c4ccco4)c(-c4ccco4)nc3c2)cc1	92	17	-1.4	-6	0.0	-3	-1	7	-1	2
Cc1c(O)c(=O)ccn1Cc1ccccc1	102	9	0.3	11	0.2	1	0	1	-1	-3
Cc1ccc(-n2nc3c(Cl)nnc(C)c3c2C)cc1	102	1	-3.3	2	0.2	7	5	-9	8	-4
COc1ccc(CN2CCN(c3cc(C)nc4c5c(C)cc(C)nc5nn34)CC2)cc1F	94	10	2.8	-6	0.7	8	3	-3	-2	3
CCOc1ccc(C(OC(=O)c2ccco2)C(=O)NCc2ccc(C)cc2)cc1 (stereo not given)	91	5	0.7	.	0.2	8	.	1	-10	0
CC(=O)Nc1cc2c(cc1C(=O)c1ccccc1)OCCO2	102	1	0.7	10	0.0	13	-2	2	1	6
COc1ccc(S(=O)(=O)N(CC(=O)NCC2CCCO2)C2CCCCC2)cc1OC (stereo not given)	101	7	0.7	5	0.3	19	3	-1	-1	-5
O=C(COc1ccccc1)N1CCCCCCC1	98	5	-0.6	-11	-0.1	5	1	2	0	-2
Cc1cccc(-c2nc(CCNC(=O)c3ccco3)cs2)c1	96	0	-1.1	10	0.3	2	-1	1	-13	2
Cc1cnc(C(=O)OCC(=O)N=c2sccn2Cc2ccccc2Cl)cn1	92	2	-2.4	.	0.1	-1	-1	10	-5	-2
O=C(CCCn1cc([N+](=O)[O-])cn1)N1CCCCC1	97	-7	-1.2	-5	-0.5	10	1	-1	3	6
O=S(=O)(O)c1cc(O)c2c(O)c(N=Nc3cc(Cl)ccc3O)c(S(=O)(=O)O)cc2c1	99	24*	-5.0	-1	-0.3	-3	-9	-2	-7	7

New compounds follow
SMILES	ABCB6 inh 2	ABHD5 PLIN5 PPI	MC4R ag barr	Vif imaging	aDG glyco up	MC4R antag cAMP	N-glyco inh	TLR9-MyD88 block	NOD2-RIPK2 inh	Granule exo inh
Cc1ccc(S(=O)(=O)N2CCN(C(=O)CCC(=O)OCC(=O)Nc3cccc(C#N)c3)CC2)cc1	92	6	-0.3	0	0.0	-5	0	10	-7	0
CSc1oc(-c2ccc(F)cc2)nc1S(=O)(=O)c1ccccc1	99	3	-0.5	-7	0.4	4	-2	1	2	11
COC(=O)c1ccc(COC(=O)C2CCN(S(=O)(=O)c3c(Cl)cccc3Cl)CC2)o1	86	1	-2.4	-1	0.6	16	1	-6	-12	-8
CN1Cc2ccccc2CC1CNCc1c(C(=O)N2CCCC2)nc2ccccn12 (stereo not given)	103	-3	-2.1	6	0.2	6	3	-3	2	-2
O=C(Cc1nc2ccccc2[nH]1)c1ccc(Br)cc1	102	-6	1.6	-5	0.0	19	1	0	7	2
CCOC(=O)N1CCC(NC(=O)C2CCN(S(=O)(=O)c3c(C)noc3C)CC2)CC1	105	-7	-1.9	15	-0.2	0	-1	13	7	-1
O=C(COC(=O)c1cccc(S(=O)(=O)N2CCN(c3ccccc3)CC2)c1)NCc1ccco1	97	5	0.6	2	0.2	19	1	-4	3	2
